# From PubChem
# LDHA inh: blocks human lactate dehydrogenase A; P00338; purified LDHA, NADH/diaphorase-resazurin fluorescence; stronger effect = lower value; activity change, % (values are at about 110 or 230 µM); actives 0.15% (n = 480,000); AID 1347041; in the data active = activity change below about -30%; inconclusive = mostly about -25% to -30%;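 note: plate controls were DMSO wells for no effect and wells without enzyme for full effect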
#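 Remaining NADH was detected by diaphorase (0.133 mg/mL) converting 37 µM resazurin to fluorescent resorufin, read at 0 and 20 minutes. The preceding 5-minute room-temperature reaction used 2 nM LDHA, 0.2 mM sodium pyruvate and 0.06 mM NADH at pH 7.4.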
# POLI inh: blocks human DNA polymerase iota activity; Pol iota fluorescent replication assay, 10 min; actives 1% (n = 390,000); Potency, µM (doses to about 115 µM), without a hit: at the top dose activity, negative = inhibition, hits mostly inhibitors; Q9UNA4; AID 588590; note: potency is the fitted concentration of half-maximal effect
# Target sequence (Q9UNA4 whole entry, looked up): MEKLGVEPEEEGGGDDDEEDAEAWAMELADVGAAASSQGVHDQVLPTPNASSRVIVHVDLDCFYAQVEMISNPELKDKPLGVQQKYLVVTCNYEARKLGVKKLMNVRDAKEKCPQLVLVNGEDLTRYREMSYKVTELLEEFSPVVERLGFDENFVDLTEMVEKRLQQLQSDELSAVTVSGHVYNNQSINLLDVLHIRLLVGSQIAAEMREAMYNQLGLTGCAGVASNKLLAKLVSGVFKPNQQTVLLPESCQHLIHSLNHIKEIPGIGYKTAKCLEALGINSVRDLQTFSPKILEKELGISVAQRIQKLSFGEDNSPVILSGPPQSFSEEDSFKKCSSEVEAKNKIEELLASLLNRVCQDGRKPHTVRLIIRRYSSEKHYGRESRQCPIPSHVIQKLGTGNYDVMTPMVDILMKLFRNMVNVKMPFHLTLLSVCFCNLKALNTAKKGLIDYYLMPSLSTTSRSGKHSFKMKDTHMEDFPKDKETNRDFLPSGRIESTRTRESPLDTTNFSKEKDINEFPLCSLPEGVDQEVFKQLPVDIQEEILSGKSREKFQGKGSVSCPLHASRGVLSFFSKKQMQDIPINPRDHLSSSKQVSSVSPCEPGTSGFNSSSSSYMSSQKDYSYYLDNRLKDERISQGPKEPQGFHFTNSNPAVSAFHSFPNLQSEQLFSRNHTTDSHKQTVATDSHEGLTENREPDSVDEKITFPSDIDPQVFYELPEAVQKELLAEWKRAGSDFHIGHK
#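 Pol iota at 10 nM preincubated 15 min with compounds at room temperature; reaction started with fluorescent substrate, 50 nM final. Fluorescence read kinetically at 0 and 10 min; buffer-only wells as negative control.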
# POLK inh: blocks human DNA polymerase kappa activity | Q9UBT6 | purified Pol kappa, fluorescent DNA synthesis assay, 10 min | Potency, µM (series often up to 107 µM), for the others: at the highest dose activity, negative = inhibition, most hits filed as inhibitors | actives 0.53% (n = 400,000); note: potency is the fitted concentration of half-maximal effect; % is set by controls: 0 for no effect and ±100 for the full control effect
#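 Kinetic fluorescence screen: compound preincubated 15 min RT with 10 nM enzyme; 50 nM substrate (final) initiates; reads at 0/10 min.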
# Anesthetic bind: candidate novel general anesthetic via apoferritin binding; AID 485281; P02791; apoferritin/1-aminoanthracene competitive binding, fluorescence; actives 0.074% (n = 350,000); Potency, µM (series often up to 77.5 µM), for the others: at the highest dose activity change, negative = displacement, actives largely listed as inhibitors; note: potency is the fitted concentration of half-maximal effect; % is set by controls: 0 for no effect and ±100 for the full control effect; nearly all actives have a fitted effect of over 20% in size
#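 Probe: 1-aminoanthracene (50% saturated, PBS). Protein: horse-spleen apoferritin, 10 uM. Incubation: 10 min, room temperature. Detection: 380 nm excitation, 535 nm emission. Analysis: normalized response, four-parameter Hill.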
# BLM inh: inhibitors of human Bloom syndrome helicase BLM. P54132. recombinant BLM DNA unwinding, fluorescence dequenching. Potency, µM (top dose mostly 56.1 µM), without a hit: top-dose activity change, negative = inhibition, hits mostly inhibitors. actives 0.2% (n = 350,000). AID 2528;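 note: potency is the fitted concentration of half-maximal effect; plate controls were vehicle for no effect and no enzyme for full effect; nearly all actives have a fitted effect of over 35% in size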
# APE1 inh: inhibitors of human APE1 endonuclease | recombinant APE1, TAMRA/BHQ-2 abasic DNA cleavage fluorescence | Potency, µM (top dose mostly 65.8 µM), for the others: at the top dose activity change, negative = inhibition, most hits filed as inhibitors | P27695 | actives 0.35% (n = 350,000);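 note: potency is the fitted concentration of half-maximal effect; plate controls were vehicle for no effect and reference inhibitor for full effect; nearly all actives have a fitted effect of over 55% in size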
# Target sequence (P27695 whole entry, looked up): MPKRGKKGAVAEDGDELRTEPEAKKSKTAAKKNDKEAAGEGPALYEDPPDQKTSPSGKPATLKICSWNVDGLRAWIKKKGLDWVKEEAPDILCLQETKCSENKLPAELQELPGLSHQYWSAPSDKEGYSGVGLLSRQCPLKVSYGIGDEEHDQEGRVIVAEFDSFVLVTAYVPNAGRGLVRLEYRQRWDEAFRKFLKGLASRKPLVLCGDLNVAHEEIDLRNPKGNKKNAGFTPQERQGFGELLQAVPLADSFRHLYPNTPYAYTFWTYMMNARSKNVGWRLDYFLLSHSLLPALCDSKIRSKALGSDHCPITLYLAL
#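 Step 1: APE1 (0.75 nM) with compound, 15 min RT. Step 2: add 50 nM fluorophore/quencher THF duplex. Step 3: three fluorescence reads 60 s apart (525/598 nm); read 3 minus read 1 = reaction progress.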
# Glioma ERSR ind: inducers of ER stress response in human glioma cells. Potency, µM, for the others: top-dose activation, hits mostly activators. actives 0.02% (n = 420,000). U87-MG GRP78 promoter luciferase reporter, 16 h; note: potency is the fitted concentration of half-maximal effect; series mostly up to about 76 µM; % of control where 0% means no effect; nearly all actives have a fitted effect of over 35% in size
#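 Stably transfected U87-MG human glioma cells carrying a GRP78-based luminescent sensor were seeded at 1000 cells/well, pin-dosed with compounds and incubated 16 h. Luciferase reagent was then added, and end-point luminescence was read after 10 min at room temperature.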
# Pol beta inh: inhibitors of human DNA polymerase beta | Potency, µM (doses to about 114 µM), for the others: at the top dose activity change, negative = inhibition, usual class: inhibitors | actives 1.3% (n = 340,000) | AID 485314 | Pol beta primer extension/strand displacement, fluorescence kinetic | P06746; note: potency is the fitted concentration of half-maximal effect; % is set by controls: 0 for no effect and ±100 for the full control effect
#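 Pol beta (10 nM) was preincubated with compound for 15 min at room temperature. The reaction was then started with 50 nM substrate and read immediately and after a further 10 min at room temperature.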
# POLH inh: DNA polymerase eta (human) inhibition; AID 588591; actives 1.2% (n = 390,000); Q9Y253; recombinant Pol eta, fluorescent DNA replication assay; Potency, µM (top dose mostly 114 µM), without a hit: top-dose activity change, negative = inhibition, hits mostly inhibitors; note: potency is the fitted concentration of half-maximal effect; % is set by controls: 0 for no effect and ±100 for the full control effect
#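 Fluorescent replication assay: 50 nM final substrate added after a 15 min room-temperature compound preincubation with 10 nM enzyme. Signal taken at 0 min and again at 10 min.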
# Numbers without * were called inactive; u = inconclusive; x = not tested or not shown; [ ] = another dose, or the depositor's remark. Unless noted, calls come from the whole dose curve; as a rule, active = well fitted curve in the direction sought with a large enough effect; inconclusive = small, poorly fitted or top-dose-only effect, or another doubt; inactive = no such curve, though single readings can be large; an effect the other way counts as inactive or inconclusive. Some of the compounds tested. The share of hits here may be higher or lower than overall.
molecule | POLI inh | Pol beta inh | POLK inh | APE1 inh | POLH inh | Anesthetic bind | LDHA inh | BLM inh | Glioma ERSR ind
CCOC(=O)CNC(=O)CCNS(=O)(=O)c1ccc2c(c1)c(=O)n(C)c(=O)n2C | 8.8% | 4.1% | 2.8% | 2.6% | -3.3% | -5.3% | -15.7 | -1.5% | -2.4%
Cc1ccc(C(=O)c2ccc(N3CCOCC3)c(F)c2)cc1 | 12.6% | 2.4% | -7.0% | 8.7% | -5.1% | -13.6% | -7.2 | -12.2% | -5.3%
CCCCC(CC)C(=O)Nc1ccccc1C#N (stereo unspecified) | 5.6% | 5.0% | -8.0% | 15.2% | -8.6% | -7.8% | -0.1 | -2.6% | -2.8%
Cc1cc(NC(=O)/C=C/C(=O)N(CC(=O)NC2CCCC2)c2cccc3ccccc23)no1 | 193.1%[activator] | -1.0% | 0.4% | 1.5% | -14.9% | -16.9% | -5.6 | -7.9% | -3.6%
Cc1ccc(CSc2nnc(CNc3ccc(F)cc3)o2)cc1 | 78.3%[activator] | -2.2% | 0.4% | -1.2% | -26.0% | -8.2% | -10.2 | -13.5% | -3.4%
O=S(=O)(c1ccc(Cl)cc1)N1CCN(C(=S)Nc2ccc(F)c(Cl)c2)CC1 | 7.7% | 1.5% | -10.5% | -1.8% | -14.5% | 3.1% | -9.0 | -10.6% | -3.7%
Cc1ccc(CN(C(=O)N2CCN(C)CC2)S(=O)(=O)c2ccc(C)cc2)cc1 | 23.2% | x | -12.5% | -5.7% | -6.3% | x | -4.6 | x | -4.2%
Cc1ccc(C)c(Cn2c(=O)n(Cc3ccc4c(c3)OCO4)c(=O)c3oc4ccccc4c32)c1 | 9.6% | -1.5% | 4.0% | x | u | -0.6% | -3.5 | 0.3% | -1.8%
CC(=O)c1cccc(NC(=O)N2CCc3ccccc3C2)c1 | 12.6% | 0.8% | -17.6% | -4.5% | 1.5% | u | -2.8 | -0.2% | 3.0%
Cc1ccccc1NC(=O)c1cc(S(=O)(=O)N2CCOCC2)cs1 | 27.8% | -7.5% | -19.7% | -0.7% | -19.1% | -3.8% | -4.3 | 2.3% | -1.0%
Cc1cc(/C=N/NC(=O)c2ccc(CN3CCOCC3)cc2)c(C)n1-c1ccccc1 | 27.2% | 27.1% | -12.1% | -1.2% | -5.1% | -3.0% | 2.6 | -2.5% | -3.3%
COc1ccc(OC)c(NC(=O)Nc2ccc(Cl)cc2)c1 | u | -5.4% | -19.1% | 5.8% | -12.9% | -14.1% | 6.7 | -16.1% | 1.1%
COc1ccc(CC(NC(C)=O)C(=O)NC2CCN(C(=O)Nc3ccc(C#N)cc3)CC2)cc1OC (stereo unspecified) | -2.3% | 4.0% | -4.4% | -0.3% | -7.2% | -5.0% | 1.7 | 1.9% | -3.2%
O=S(=O)(c1ccc(Cl)s1)N1CCCCC1 | 100.2%[activator] | -19.0% | -4.4% | -2.6% | -7.6% | -13.4% | -7.4 | -9.4% | -0.9%
CC(=O)Nc1ccccc1O | 17.5% | 5.5% | -7.9% | 19.3% | -16.9% | -1.6% | -11.5 | -6.3% | -2.5%
C=C(C)COc1ccc(-c2ncncc2-c2ccc(Br)cc2)c(O)c1 | 38.3% | 7.4% | -5.4% | 16.7% | -4.9% | -13.7% | 0.6 | -10.0% | -1.3%
O=C(Nc1cccc(-c2csc(Nc3ccc(Cl)cc3)n2)c1)c1cc([N+](=O)[O-])cc(C(F)(F)F)c1 | 18.2% | 4.5% | -3.8% | 5.5% | -15.4% | -10.1% | -3.1 | -8.9% | -0.8%
O=C(/C=C/c1ccco1)Nc1ccccc1C(=O)Nc1cccc(C(=O)O)c1 | 20µM* | -49.7% | u | u | 17.8µM* | -8.9% | -22.5 | 0.5% | -1.0%
CCC(C)NC(=O)c1ccc2c(c1)N(Cc1ccccc1)C(=O)c1ccccc1S2 (stereo unspecified) | -17.6% | 16.2% | -7.6%[60.1 µM] | x | -5.6% | 4.5% | -21.2 | -8.7% | 4.1%
Cc1cc(Cl)ccc1OCC(=O)N1CCC(c2nc3ccccc3o2)CC1 | 19.4% | -1.6% | -5.4% | x | -16.6% | 1.9% | -3.3 | -10.3% | -3.1%
CCCC(=O)C1=C(O)C(C(=O)OC)C(C)(C)CC1=NC(C)(C)C (stereo unspecified) | 0.4% | 3.9% | 9.7% | 11.9% | -12.5% | -11.6% | 0.0 | -2.0% | -2.6%
CN=C(Nc1ccc(C(=O)OC)s1)c1ccc(Cl)cc1 | 144.9%[activator] | 8.9% | -4.0% | u | -22.9% | -8.7% | -9.2 | -22.6% | -5.3%
Cc1c(C(=O)NCCSCc2c(F)cccc2Cl)cnn1-c1ccc(F)cc1 | 7.5% | -18.3% | 10.8% | -3.1% | -21.8% | -0.1% | 4.9 | -11.5% | -1.3%
COc1cccc(CSc2nc3n(n2)C(CC(C)C)C(C(=O)Nc2ccccc2OC)=C(C)N3)c1 (stereo unspecified) | -22.7% | -0.1% | 3.3%[60.1 µM] | x | -4.0% | 5.0% | -1.9 | 2.7% | -3.2%

# Structural class, the entries above with a cyano group
molecule | POLI inh | Pol beta inh | POLK inh | APE1 inh | POLH inh | Anesthetic bind | LDHA inh | BLM inh | Glioma ERSR ind
CCCCC(CC)C(=O)Nc1ccccc1C#N (stereo unspecified) | 5.6% | 5.0% | -8.0% | 15.2% | -8.6% | -7.8% | -0.1 | -2.6% | -2.8%
COc1ccc(CC(NC(C)=O)C(=O)NC2CCN(C(=O)Nc3ccc(C#N)cc3)CC2)cc1OC (stereo unspecified) | -2.3% | 4.0% | -4.4% | -0.3% | -7.2% | -5.0% | 1.7 | 1.9% | -3.2%

# Further structures
molecule | POLI inh | Pol beta inh | POLK inh | APE1 inh | POLH inh | Anesthetic bind | LDHA inh | BLM inh | Glioma ERSR ind
CCc1cc(CNC(=O)C2CCC(=O)N(Cc3cccc(F)c3)C2)on1 (stereo unspecified) | 64.2%[activator] | 2.0% | 1.9% | -9.2% | -21.2% | -7.8% | 0.2 | -2.4% | -2.0%
COc1ccccc1CNC(=O)c1csc(Cc2ccc(Cl)cc2)n1 | -9.0% | 8.0% | -3.7% | -6.5% | -15.2% | 14.6% | 4.4 | -11.3% | -2.7%
CC1(C)C(N(O)C(=O)Nc2ccc(Cl)cc2)N(c2ccc(Cl)cc2)C(=O)N1CC(=O)NN (stereo unspecified) | -7.5% | 12.4% | -10.5% | -11.3% | -0.5% | u | -2.2 | 2.0% | -3.1%
Cc1ccc(C)c(S(=O)(=O)N2CCN(Cc3cc4c(cc3O)OCO4)CC2)c1 | 8.6% | x | -16.4% | 10.7% | -21.8% | x | 22.3 | x | -3.7%
Cc1ccc(C(c2nnnn2CC2CCCO2)N2CCN(Cc3ccccc3)CC2)cc1 (stereo unspecified) | 36.3%[activator] | 0.6% | -1.2% | 7.7% | -20.9% | -8.3% | -3.7 | 2.4% | -5.0%
O=C(OCC(=O)N1CCCC1)c1cc(Cl)ccc1[N+](=O)[O-] | 26.5% | 47.2% | -8.9% | 1.7% | 14.8% | -7.3% | -4.4 | -0.2% | 1.4%
COc1ccc(C(=O)N2c3cc4c(cc3C(C)=CC2(C)C)OCO4)cc1 | -3.9% | 4.8% | -14.7% | -9.2% | -1.1% | -14.5% | -2.3 | -17.8% | -5.6%
NS(=O)(=O)c1ccc(NC(=O)C2(c3ccccc3)CCCC2)cc1 | 40.9%[activator] | 8.4% | -5.1% | 2.9% | -12.5% | u | u | -1.7% | -3.7%
COc1ccc(C(C(=O)NC2CCCC2)N(CCN2CCOCC2)C(=O)c2ccc(OC)c(OC)c2)cc1 (stereo unspecified) | -24.6% | 20.5% | -4.5% | 3.0% | -7.2% | -3.1% | -4.6 | 0.2% | -2.7%
COc1cc(OC)cc(C(=O)NC2CC(C)(C)NC(C)(C)C2)c1 | 142.8%[activator] | 7.3% | -10.8% | -13.1% | 3.0% | -1.3% | 3.2 | -1.1% | -3.7%
COc1ccc(OC)c(NC(=O)c2ccccc2N(Cc2ccccc2)S(C)(=O)=O)c1 | -3.3% | 1.9% | -4.3% | 7.0% | -9.3% | u | 0.8 | -4.1% | -2.5%
COc1ccccc1C(=O)NCCC(=O)NCC(c1ccccc1OC)N1CCCC1 (stereo unspecified) | 28.8% | x | 1.9% | 10.2% | -23.7% | x | -3.3 | x | -2.8%
CC1CN(c2nc3ccccn3c(=O)c2/C=C(\C#N)S(=O)(=O)c2ccccc2)CC(C)O1 (stereo unspecified) | u | -0.6% | -13.5% | -2.9% | -11.3% | u | -9.0 | -12.6% | -3.9%
CCCCc1nc(C(N)=O)c2[nH]c(=O)n(-c3ccc(OCC)cc3)c2n1 | 31.3%[activator] | -0.5% | 5.6% | -4.2% | -18.2% | -16.1% | -1.2 | -3.4% | -0.7%
CN1CCN(CC(=O)Nc2cc(S(=O)(=O)N3CCOCC3)ccc2Cl)CC1 | u | x | -14.8% | 49.3% | -15.9% | x | -2.8 | x | -4.3%
C#CCOCCOCCOCCNc1nc(N2CCN(C(=O)CCCCCCCCCCNC(=O)[C@@H](CCSC)n3cc(CCO)nn3)CC2)nc(N2CCN(C(=O)CCCCCCCCCCNC(=O)[C@H](CCCN=C(N)N)n3cc(C[C@@H](C)CC)nn3)CC2)n1 | u | x | -18.8% | u | 79.4µM* | x | 1.5 | x | -11.7%
CC(C)OC(=O)c1cc2c(ccn2C)n1CC(=O)N1CCC(Cc2ccccc2)CC1 | -5.4% | 3.1% | -8.5% | -1.6% | -16.8% | -19.9% | 11.7 | -5.2% | -4.5%
CCN(CC)S(=O)(=O)c1cc(C(=O)OCC(=O)Nc2cccc(C)c2C)ccc1F | 2.9% | 1.8% | -17.9% | 0.4% | -17.0% | -12.4% | -4.2 | -0.1% | -2.1%
COc1ccc(N2CCN(S(=O)(=O)CCNC(=O)c3ccc(OC(C)C)cc3)CC2)cc1 | 30.6%[activator] | u | 2.1%[60.1 µM] | x | -21.7% | 2.0% | 1.1 | 2.0% | -1.9%
S=C1N(c2ccccc2)C(c2ccccc2)N2CCCN12 (stereo unspecified) | 4.6% | 17.7% | -5.3% | -0.2% | 1.5% | -10.3% | -10.2 | -3.9% | -3.0%
